Tb PFK block: qHTS Assay to Find Inhibitors of T. brucei phosphofructokinase; ATP-dependent 6-phosphofructokinase (Trypanosoma brucei brucei), O15648; T. brucei PFK, ADP-Glo luminescence; Potency, µM (titrated, usually from 57.5 µM), for inactives: at the top dose activity, negative = inhibition, most hits filed as inhibitors; 330,000 compounds, 0.17% hits; AID 485367, 2010;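 further: potency means the concentration at half of the fitted maximal effect; 0% = uninhibited 1x PFK enzyme wells and -100% = no-enzyme wells; nearly all actives have a fitted effect of over 60% in size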
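Luminescent ADP detection (ADP-Glo, two-step: ATP depletion then ADP-to-ATP conversion for luciferase) reported PFK activity after 45 min room-temperature reaction of 1.25 nM enzyme with 0.5 mM F6P and 0.1 mM ATP at pH 8.0.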
GALK inh: qHTS Assay for Inhibitors of Human Galactokinase (GALK); P51570; Purified GALK, Kinase-Glo residual ATP luminescence; Potency, µM (top dose mostly 57.5 µM), inactives show at the top dose activity change, negative = inhibition, most hits filed as inhibitors; 270,000 compounds, 0.007% hits; AID 1868, 2009; further: potency means the concentration at half of the fitted maximal effect; on the % scale 0 is the no-effect control and ±100 the full control effect
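Galactose (100 uM) and ATP (35 uM) were turned over by 5 nM GALK for 1 h at RT. Kinase-Glo Plus then converted the remaining ATP into a luminescent signal.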
TSHR antagonist: Antagonists of the Thyroid Stimulating Hormone Receptor: HTS campaign. TSHR-expressing cells, TSH-stimulated cAMP HTRF, 2 h; hits give low values. Thyrotropin receptor (Homo sapiens), P16473. 330,000 compounds, 0.2% hits. activity change, negative = inhibition, % at 11.5 µM;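 active means activity change below a set negative limit, meaning inhibition stronger than a set level, cut at about -70% in these data; inconclusive means activity change between two set negative limits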; further: on the % scale 0 is the no-effect control and ±100 the full control effect
Target sequence (P16473 whole entry, looked up): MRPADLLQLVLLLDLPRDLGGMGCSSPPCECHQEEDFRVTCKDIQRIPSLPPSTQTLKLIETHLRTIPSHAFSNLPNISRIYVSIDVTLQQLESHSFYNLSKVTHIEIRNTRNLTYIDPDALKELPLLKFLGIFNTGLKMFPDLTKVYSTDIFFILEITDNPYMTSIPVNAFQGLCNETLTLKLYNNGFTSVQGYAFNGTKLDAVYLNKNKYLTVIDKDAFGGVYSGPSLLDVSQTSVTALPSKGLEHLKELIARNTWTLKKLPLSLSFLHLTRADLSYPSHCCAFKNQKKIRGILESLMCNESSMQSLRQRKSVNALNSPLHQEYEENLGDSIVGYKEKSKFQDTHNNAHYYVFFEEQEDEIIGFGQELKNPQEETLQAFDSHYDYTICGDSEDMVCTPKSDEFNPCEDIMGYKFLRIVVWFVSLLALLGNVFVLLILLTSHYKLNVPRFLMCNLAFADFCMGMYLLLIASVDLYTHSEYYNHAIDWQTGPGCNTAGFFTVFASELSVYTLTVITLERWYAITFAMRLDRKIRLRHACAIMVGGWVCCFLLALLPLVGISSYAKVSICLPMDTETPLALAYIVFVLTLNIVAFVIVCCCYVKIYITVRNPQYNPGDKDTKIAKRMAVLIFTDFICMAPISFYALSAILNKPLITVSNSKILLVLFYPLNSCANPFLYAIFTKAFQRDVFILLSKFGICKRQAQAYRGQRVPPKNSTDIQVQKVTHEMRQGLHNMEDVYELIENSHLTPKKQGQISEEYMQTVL
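TSHR-expressing cells, 200/well, pre-treated with compound, then stimulated with EC80 TSH (4nM final) for 2 hours at 37 deg C. cAMP measured by competitive HTRF: anti-cAMP cryptate antibody in lysis buffer plus cAMP-d2, read after 30 minutes at room temperature.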
Giardia killer: Small Molecules that selectively kill Giardia lamblia: qHTS | 340,000 compounds, 0.15% hits | Giardia lamblia trophozoite viability | activity change, % at 7.66 µM, hits read low | AID 540267, 2011; in the data active means activity change below about -80%; inconclusive means between about -30% and that limit;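 further: parasites exposed to compound for two days anaerobically before the ATP read; on the % scale 0 is the no-effect control and ±100 the full control effect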
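Luminescence from cellular ATP indicates surviving trophozoites (100 cells/well) following 48 hrs anaerobic compound treatment at 37 deg C; signal develops 15-30 min at room temperature.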
CXXC DNA block: qHTS Fluorescence Polarization Assay for Inhibitors of MLL CXXC domain - DNA interaction; Histone-lysine N-methyltransferase 2A (Homo sapiens), Q03164; MLL-CXXC / FITC-HOXA9 DNA fluorescence polarization; Potency, µM (doses to about 115 µM), inactives show at the highest dose activity change, negative = inhibition, actives largely listed as inhibitors; 290,000 compounds, 0.037% hits; AID 2662, 2010; active means well fitted inhibition curve with a large enough effect in the polarisation, with a control signal flat, not every such curve was filed as active; inconclusive means small, poorly fitted or top-dose-only effect, or effect the other way, or a change in a side signal; inactive means no such curve, though single readings can be large or run the other way; the % refers to the polarisation; further: potency means the concentration at half of the fitted maximal effect
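Steps: dispense CXXC domain solution (7 uM) → pin compounds or unlabeled HOX-A9 DNA control → 5 min ambient → add FLSN-HOX-A9 solution (50 nM) → spin → 30 min ambient → fluorescence polarization. Tris pH 7.5/NaCl/DTT/BSA buffer.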
A-T KAP1 phos: qHTS Assay for Identifying a Potential Treatment of Ataxia-Telangiectasia; […] A-T fibroblasts, KAP-1 phosphorylation AlphaLISA; neocarzinostatin DNA damage 30 min before lysis; Potency, µM (titrated, usually from 57.5 µM), for inactives: top-dose activation, usual class: activators; 320,000 compounds, 0.19% hits; further: potency means the concentration at half of the fitted maximal effect; % of control where 0% means no effect; nearly all actives have a fitted effect of over 45% in size
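hTERT-immortalized A-T patient fibroblasts ([…]), 500 cells/well in OPTI-MEM, 1% FBS, got compounds for 60 min, then NCS for 30 min at 37C. Lysates were then assayed for phospho-KAP-1 by AlphaLISA (anti-pKAP1 donor, anti-KAP1 acceptor beads), 6 hr at 25C.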
TCR activator: Activators of T cell receptors: qHTS campaign; primary human leukocytes, anti-CD3, IL-2 HTRF, 48 h; Potency, µM (doses to about 9.22 µM), for the others: at the top dose activation of IL-2 secretion, hits mostly activators; 330,000 tested, under 10 active; further: % of control where 0% means no effect
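Human primary leukocytes + a-CD3 beads + cpd, 48 hr; IL-2 in supernatant by HTRF (ex 320nm / em 665nm). No co-stimulatory signal supplied.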
Coupling enz: qHTS Assay for Inhibitors of Fructose-1,6-bisphosphate Aldolase from Giardia Lamblia: Coupling assay counterscreen; 290,000 compounds, 0.67% hits; activity change, negative = inhibition, % at 58.2 µM, hits read low; AID 2472, 2010; coupling enzyme system counterscreen, AmpLite Red fluorescence; in the data active means activity change below about -30%; further: on the % scale 0 is the no-effect control and ±100 the full control effect
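First, compound is pin-transferred into glyceraldehyde-3-phosphate coupling-enzyme reagent at 57.5 uM final and held 10 min at RT. Next, substrate, coupling system and AmpLite Red are added. After 20 min RT, fluorescence (525/598 nm) is read.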
hERG WT inh: qHTS for Inhibitors of KCHN2 3.1: Wildtype qHTS | U2OS, BacMam KCNH2, thallium flux FluxOr; hits give low values | AID 720551, 2013 | activity change, % at 1.84 µM | 340,000 compounds, 0.37% hits;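 active means maximum activity change below -70%; inconclusive means maximum activity change between -70% and -50%; inactive means maximum activity change above -50%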; further: on the % scale 0 is the no-effect control and ±100 the full control effect
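U2OS cells were transduced with wild-type KCNH2 virus (2.03 x 10^8 / mL) for 4 h at room temperature, then cultured overnight at 37 C. Thallium flux was read with FluxOr dye. Rate constants were normalized to DMSO controls.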
Chronic BCR inh: qHTS Assay to Find Inhibitors of Chronic Active B-Cell Receptor Signaling. Potency, µM (top dose mostly 46.1 µM), for inactives: at the top dose ratio change, negative = lower green/red ratio, most hits filed as inhibitors. AID 493014, 2011. ABC-DLBCL IkBa-CBG/CBR reporter, luminescence ratio, 4 h. 340,000 compounds, 0.05% hits; active means well fitted inhibition curve with a large enough effect in the signal ratio, with a control signal flat, not every such curve was filed as active; inconclusive means small, poorly fitted or top-dose-only effect, or effect the other way, or a change in a side signal; the % refers to the signal ratio;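 further: potency means the concentration at half of the fitted maximal effect; plate controls were basal doxycycline-induced cells for no effect and cells given 10 µM MG132 for full effect; MG132 reads +100%, hits lower the ratio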
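Doxycycline induced both beetle luciferases in TMD8 lymphoma cells; IKK-driven degradation limits the IkappaBalpha-fused green signal, while red luminescence normalises for cell number and nonspecific effects. Compounds tested up to 46 uM, 4 hrs.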
An asterisk follows results filed as active; ? = inconclusive; · = no result given; [ ] = dose if it differs, or a comment. Unless noted, the call rests on the fitted dose curve; in most records, active means well fitted curve in the direction sought with a large enough effect; inconclusive means small, poorly fitted or top-dose-only effect, or another doubt; inactive means no such curve, though single readings can be large; an effect the other way counts as inactive or inconclusive.

SMILES	Tb PFK block	GALK inh	TSHR antagonist	Giardia killer	CXXC DNA block	A-T KAP1 phos	TCR activator	Coupling enz	hERG WT inh	Chronic BCR inh
COc1cc(S(=O)(=O)N2CCC(c3nc4ccccc4s3)CC2)ccc1S(=O)(=O)NC1CCCC1	1.8%	0.5%	5.6	14.8	-1.1%	0.6%	-1.0%[46.1 µM]	-1.6	16.9	5.0%
Cc1nc(SCc2ccc(C#N)cc2)n[nH]1	-0.5%	4.6%	40.0	-1.3	1.4%	5.0%	·	-0.6	-46.0	5.7%
C/C(=N\Nc1ccc([N+](=O)[O-])cc1)c1ccc2c(c1)OCO2	0.8%	-0.6%	9.7	-1.9	47.4%[activator]	4.2%	-4.4%	-0.6	-31.3	?
Cc1cc(N(CN2CCCC2=O)C(=O)c2ccc(OC(C)C)cc2)no1	2.8%	1.3%	11.4	-23.0	-1.8%	9.3%	-1.5%	1.0	-6.1	3.7%
COc1cccc(NC(=S)NCc2ccco2)c1	-2.5%	1.7%	45.3	-0.4	16.7%	-4.2%	-5.1%[46.1 µM]	0.5	0.7	?
COc1ccc(C(=O)Nc2ccccc2[N+](=O)[O-])cc1S(=O)(=O)N1CCOCC1	2.6%	-3.6%	-3.8	16.1	10.0%	9.5%	0.9%	·	-0.6	-3.6%
COc1ccccc1OCc1ccc(C(=O)NC(C)c2ccccc2)o1 (stereo not drawn)	-2.1%	3.3%	-4.7	15.1	3.7%	20.5%	-5.4%	0.9	-18.7	-2.3%
Cc1ccccc1OCCCCn1c(CO)nc2ccccc21	-2.0%	-1.3%	-14.5	-13.3	1.6%	5.2%	4.4%	-5.5	-4.5	-2.4%
Cn1cc(S(=O)(=O)N2CCN(c3ccccc3)CC2)c(=O)n(C)c1=O	-9.4%	-1.3%	7.2	-16.3	-0.2%	2.6%	8.0%	1.2	0.9	-0.4%
Nc1cc(-c2ccco2)no1	-1.2%	4.4%	4.2	1.8	-6.3%	-2.9%	6.3%	-19.0	7.9	11.7%
Cc1[nH]n(-c2ccccc2)c(=O)c1/C=N/NC(=O)c1ccccc1F	4.1%	4.8%	4.8	35.9[activator]	7.1%	-17.5%	2.0%	0.5	-18.1	?
CC1CCN(c2ccc3c(c2)S(=O)(=O)c2cccc(C(=O)NC[C@@H]4CCCO4)c2C3=O)CC1	5.9%	·	-13.1	-17.3	·	1.4%	-3.3%	·	-11.0	-5.9%
COc1ccc(-c2cc(C(=O)Nc3cccnc3)no2)cc1OC	0.2%	-2.3%	7.1	20.4	-6.7%	-1.6%	-3.7%	1.7	3.2	-15.0%
CCOc1ccc(C(=O)NC2CCN(S(=O)(=O)CC)CC2)cc1	-7.5%	1.7%	1.4	-6.2	-1.9%	2.3%	-3.1%	2.6	-5.3	-0.4%
Cc1ccc(Cn2nc(C)c(NC(=O)c3noc4c3CCCCC4)c2C)cc1	-12.4%	0.8%	-7.5	3.3	-3.2%	0.0%	·	0.8	-6.0	2.7%
CCCC(=O)NC(c1ccc(OCC)cc1)c1ccc(OC)c(OC)c1 (stereo not drawn)	0.1%	3.6%	4.0	2.6	-1.2%	4.1%	1.3%	7.1	3.9	-4.2%
O=S(=O)(NC1CC2CCC1C2)c1ccc2c(c1)OCCO2 (stereo not drawn)	-1.7%	3.3%	1.2	3.3	7.0%	-1.9%	1.8%	0.4	-10.4	3.9%
NC(=O)c1ccccc1NC(=O)CC12CC3CC(CC(Br)(C3)C1)C2	3.2%	-4.1%	-0.6	-14.0	0.0%	6.5%	-3.2%	-1.0	1.2	0.3%
CCCc1cc(Nc2ccccc2OCC)n2ncnc2n1	3.3%	-1.2%	26.8	-5.7	-4.2%	-1.1%	-5.0%	·	-0.6	-0.9%
Cc1nn(C(=O)c2ccco2)c(C)c1Sc1ccc(Br)cc1	-1.6%	-1.1%	1.2	-2.1	-12.9%	-8.6%	10.5%	-12.6	9.5	-7.1%
CCOc1cc(N2CCOCC2)c(OCC)cc1NC(=O)COC(=O)c1cc(C)cc(C)c1	8.1%	1.1%	-7.6	-3.3	0.0%	3.9%	2.6%[46.1 µM]	-4.4	-25.6	-3.6%
CC(NC(=O)/C(=C\c1ccco1)NC(=O)c1ccccc1Br)C(=O)O (stereo not drawn)	7.4%	0.3%	-8.6	-5.2	2.6%	1.4%	-0.4%	-1.9	-6.0	3.1%
CCCC[n+]1ccn(-c2nc3ccccc3nc2[N-]S(=O)(=O)c2ccccc2)c1	-0.5%	2.2%	9.9	-0.7	1.9%	·	-47.0%	3.5	0.0	-8.0%
CCOC(=O)c1nnn(-c2ccc(OC)cc2)c1N	-1.0%	1.4%	-10.0	-5.5	-5.1%	0.5%	-0.5%[46.1 µM]	-0.3	-7.6	3.3%
C=C(C)n1c(=O)[nH]c2ccccc21	0.5%	0.1%	17.0	-2.1	-3.8%	6.6%	-2.9%	0.2	0.6	-0.7%
Cc1ccc(NC2=C(Cl)C(=O)OC2OC(C)C)cc1 (stereo not drawn)	-1.4%	10.9%	3.0	-16.0	-2.8%	-0.3%	0.5%	4.1	-5.8	4.5%
CCOc1ccc(Cn2c3ccc(OC)cc3c3nc4ccccc4nc32)cc1	-1.8%	0.0%	-7.3	18.0	?	6.6%	-9.2%[46.1 µM]	0.1	-1.4	-0.8%
CN(CC1COCCO1)c1nc2nonc2nc1N1CCSCC1 (stereo not drawn)	-1.8%	1.1%	-3.7	-10.0	0.0%	2.4%	5.1%	5.0	9.8	-7.8%
COc1ccc(S(=O)(=O)N2CCC3(CC2)OCCN3S(=O)(=O)c2ccc(C)cc2)cc1OC	-8.5%	·	4.3	9.1	·	6.6%	4.5%	·	4.1	4.2%
CCOC(=O)c1nn(-c2ccc(F)cc2)c2nc(CC(C)C)c(C#N)c(=O)n12	2.2%	-3.7%	-6.0	3.9	-2.5%	2.9%	-3.9%[46.1 µM]	0.0	-5.3	5.4%
COc1cc(OC)cc(-c2cn[nH]c2N)c1	1.6%	-1.5%	-9.8	1.9	-4.3%	4.8%	9.9%	-0.6	6.1	?
CCC(C)Sc1cc(C(F)(F)F)c(C(=O)Nc2ccc(Cl)cc2)cn1 (stereo not drawn)	0.4%	-4.4%	-34.5	-22.3	5.3%	3.7%	3.4%	-2.5	-16.1	?
Cc1ccsc1C(=O)OCC(=O)c1cc(C)n(CC2CCCO2)c1C (stereo not drawn)	-2.7%	-0.1%	12.7	?	3.5%	-2.9%	1.0%	-1.2	3.5	?
O=C1ON=C(c2ccc(Cl)cc2)/C1=C/c1ccc(O)cc1	-10.0%	-11.4%	11.0	13.4	?	-3.6%	-2.0%	15.9	-0.1	?
CCOc1ccc(NC(=O)C2CCCN2C(=O)OCc2ccccc2)cc1 (stereo not drawn)	-6.7%	7.6%	10.4	10.3	1.8%	3.0%	-2.4%	-5.4	2.2	-4.8%
COC(=O)C[C@H](NC(=O)Cn1cnc(C(=O)Nc2ccc(C)c(C)c2)n1)C(=O)OC	0.4%	·	-3.0	-15.2	·	4.5%	0.0%[46.1 µM]	·	-3.7	-2.1%
O=C(CSCc1ccccc1Br)N/N=C/c1ccc2c(c1)OCO2	0.0%	-4.0%	-9.9	-4.6	1.1%	2.0%	-3.7%[46.1 µM]	0.0	-10.0	-22.9%
O=C(Nc1ccc(Cl)cn1)c1cccc(S(=O)(=O)N2CCCCC2)c1	2.8%	0.0%	17.3	16.1	-5.7%	-6.0%	-1.5%	-3.8	6.1	?
Cn1cccc1C(C#N)c1ccccc1C#N (stereo not drawn)	0.8%	-0.3%	-1.7	-2.5	12.8%	0.1%	0.1%	2.0	0.6	-0.5%
COc1ccccc1CN1CC(C(=O)N(C)CCOc2ccccc2)CCC1=O (stereo not drawn)	-0.7%	6.3%	7.0	-7.2	3.2%	3.2%	-0.6%	-3.3	2.0	-1.1%
CCCSC(=S)c1c(C)[nH]n(-c2ccccc2)c1=O	-17.7%	5.3%	-22.6	3.8	-15.7%	-8.6%	-4.7%	-11.8	-1.2	?
COc1cc(OC)cc(C(=O)Nc2ccc([N+](=O)[O-])cn2)c1	-0.8%	-0.1%	1.7	-11.6	18.2%	8.2%	6.2%[46.1 µM]	4.3	-0.3	?

Compound activity: PubChem, National Center for Advancing Translational Sciences (NCATS)
